Screening data deposited in PubChem by Southern Research Specialized Biocontainment Screening Center.
inhibitors of VEEV = inhibitors of VEEV TC-83 cytopathic effect, confirmation, Vero cells (AID 588727). 350,000 compounds, 0.13% hits. inhibition, % at 20 µM, or IC50 in µM where a hit was titrated. Vero cells, VEEV TC-83 cytopathic effect inhibition; higher % means a stronger effect; in the data active means a potency from the dose series; inconclusive means inhibition mostly from about 14% at the one dose, without a potency; inactive means the rest, 99 in 100 with inhibition below about 12%; further: strong numbers were not always called active
Salmonella PhoP GFP = PhoP regulon inhibitors, Salmonella typhi PhoP promoter GFP reporter, confirmatory (AID 1850) | 310,000 compounds, 0.33% hits | inhibition, % at 50 µM, or IC50 in µM where a hit was titrated | Salmonella Typhi PhoP-promoter GFP reporter, fluorescence, 4 h; higher % means a stronger effect; in the data active means a potency from the dose series; inconclusive means inhibition mostly from about 25% at the one dose, without a potency; inactive means the rest, 99 in 100 with inhibition below about 19%;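 further: 0% = induced wells with vehicle and 100% = uninduced wells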
H1N1 NS1A inhibition = H1N1 influenza NS1A inhibitors, functional cell based assay (AID 504329). inhibition, % at 12.5 µM, or IC50 in µM where a hit was titrated. NS1A functional cell-based assay, percent inhibition; higher % means a stronger effect. 340,000 compounds, 0.3% hits; in the data active means a potency from the dose series; inconclusive means inhibition above about 27% without an active follow-up result; further: strong numbers were not always called active
tuberculosis growth = growth inhibition of non-replicating M. tuberculosis (AID 488890); one-dose inhibition, % at 25 µM; IC50 in µM for titrated hits; Mycobacterium tuberculosis non-replicating, growth inhibition; higher % means a stronger effect; 320,000 compounds, 0.39% hits; in the data active means a potency from the dose series; inconclusive means inhibition mostly from about 82% at the one dose, without a potency; inactive means the rest, 99 in 100 with inhibition below about 76%;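 further: plate controls were DMSO cells for no effect and high antibiotic wells for full effect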
M. tuberculosis HTS = M. tuberculosis growth inhibition, HTS (AID 449762) | M. tuberculosis H37Rv growth inhibition, 7H9 media; higher % means a stronger effect | 330,000 compounds, 0.59% hits | inhibition, % at 25 µM, or IC50 in µM where a hit was titrated; in the data active means a potency from the dose series; inconclusive means inhibition above about 70% without an active follow-up result;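 further: bacterial growth assessed after seven days of incubation; strong numbers were not always called active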
inhibitors of VEEV 10K pilot screen = second read-out of inhibitors of VEEV, no call of its own (marks repeat the call); inhibition, %; measured here: 10K pilot screen inhibition
The depositor's hits bear a star; i = inactive; ? = inconclusive; nt = not tested or not shown.

SMILES	inhibitors of VEEV	Salmonella PhoP GFP	H1N1 NS1A inhibition	tuberculosis growth	M. tuberculosis HTS	others
CC(C)NC(=O)Cn1c(=O)cnc2ccccc21	0.7%	-5%	-7%	-8%	-2%
CCOc1ccc(Cc2nc(-c3nonc3N)no2)cc1OCC	0.6%	-1%	-1%	19%	0%
O=C(NC1CCCCC1)c1noc2c1CCCCC2	i	-7%	-2%	4%	-6%
CC1(C)Cc2c(sc3nc(-c4ccccc4)n(N)c(=O)c23)CO1	4.5%	4%	-2%	5%	-9%
O=C1CCN(Cc2ccccc2)C=C1c1ccc(Br)cc1	i	nt	-9%	1%	4%
COC(=O)CSc1nnc(-c2ccc(S(=O)(=O)N3CCCC3)cc2)n1C	i	3%	-9%	-1%	-17%
CN(CC(=O)Nc1ccc(F)cc1)C(=O)COC(=O)CSc1ccc(F)cc1	1.5%	-5%	-7%	4%	0%
O=C(Oc1ccc(/C=N/NC(=O)c2ccccn2)cc1)c1ccc(Br)cc1	5.5%	-5%	18%	?	?
O=C1Nc2ccccc2C(=O)C1(Cl)Cc1ccccc1 (stereo not drawn)	7.5%	8%	-2%	?	6%
CN(Cc1cccc(F)c1)C(=O)c1cccc(S(=O)(=O)N2CCN(Cc3ccccc3)CC2)c1	5.0%	-8%	-2%	1%	-18%
CCCn1nnnc1-c1cc(Cl)cc(Cl)c1	0.1%	-3%	-5%	-3%	-15%
FC(F)(F)c1ccccc1NC(=S)N1CCc2ccccc2C1	i	9%	9%	17%	-9%
COc1ccc(CCC(=O)N2CCN(S(=O)(=O)c3cccc(Cl)c3)CC2)cc1	6.2%	nt	6%	24%	4%
Cc1ccc(C2NC(=O)NC3=C2CCc2ccccc23)cc1 (stereo not drawn)	2.8%	9%	-10%	-2%	0%
Cc1nc2ccc(Cl)cc2c(=O)n1-c1cccc(Cl)c1	i	-8%	2%	26%	8%
Cc1ccc(S(=O)(=O)NCc2ccccc2)cc1C(=O)N1CCCCC1	3.5%	1%	-10%	19%	16%
Cc1ccc(NC(=O)CCN2C(=O)c3ccncc3C2=O)cc1	0.5%	-5%	16%	-5%	3%
O=C(NCc1ccc(F)cc1)c1nc(-c2cccs2)no1	3.4%	-6%	5%	67%	-4%
NS(=O)(=O)c1cccc(NC(=O)COc2ncnc3c2cnn3-c2ccccc2)c1	2.4%	2%	1%	7%	45%
COc1ccc(S(=O)(=O)N2CCOC2CNC(=O)C(=O)NCc2ccc3c(c2)OCO3)cc1OC (stereo not drawn)	2.0%	-3%	-2%	12%	-2%
COc1ccc(OCCSc2nnc(CCNC(=O)c3ccc(OC)cc3)n2C)cc1	2.0%	-7%	-19%	7%	0%
CC1(C)C2CCC1(C)C(NCC(O)COc1ccc(C#N)cc1)C2 (stereo not drawn)	1.9%	-5%	0%	7%	-1%
COc1cc(CC(=O)OCC(=O)Nc2ccc([N+](=O)[O-])cc2)cc(OC)c1OC	i	-8%	9%	34%	1%
CCc1ccc(S(=O)(=O)NCc2cn3ccccc3n2)s1	i	0%	-1%	11%	4%
O=S(=O)(NCCN1CCCC1)c1cccc2cccnc12	0.1%	-13%	2%	8%	-10%

In the list so far, these contain bromine.
SMILES	inhibitors of VEEV	Salmonella PhoP GFP	H1N1 NS1A inhibition	tuberculosis growth	M. tuberculosis HTS	others
O=C1CCN(Cc2ccccc2)C=C1c1ccc(Br)cc1	i	nt	-9%	1%	4%
O=C(Oc1ccc(/C=N/NC(=O)c2ccccn2)cc1)c1ccc(Br)cc1	5.5%	-5%	18%	?	?

More results:
SMILES	inhibitors of VEEV	Salmonella PhoP GFP	H1N1 NS1A inhibition	tuberculosis growth	M. tuberculosis HTS	others
CCN1C(=O)/C(=C/c2cc(C)n(C)c2C)SC1=Nc1ccc(OC)cc1	6.8%	3%	3%	19%	-5%
Cc1ccc(NC(=O)Cn2cnc3c(nnn3Cc3ccc(F)cc3)c2=O)cc1	1.4%	-3%	-1%	6%	6%
CCN(C[C@H]1N[C@@](CC)(C(=O)OC)[C@H]2C(=O)N(Cc3ccccc3)C(=O)[C@@H]12)S(=O)(=O)c1ccc(OC)cc1	4.3%	nt	22%	11%	-1%
Cc1ccc2[nH]c(=O)c(CN(C(=O)c3cccc([N+](=O)[O-])c3)C(C)(C)C)cc2c1	1.7%	15%	13%	5%	-3%
O=C(Nc1ccn(CCCNCC2CCCO2)c(=O)n1)OCc1ccccc1 (stereo not drawn)	i	nt	-9%	nt	nt
CCCc1cc(C(=O)N2CCCC(N3CCN(c4ccccc4F)CC3)C2)n(C)n1 (stereo not drawn)	2.2%	-12%	-4%	2%	-16%
Cc1cc(Oc2ccc(=O)n(C)n2)nc(SCCOc2ccccc2)n1	i	6%	-3%	2%	1%
CCCNS(=O)(=O)c1ccc(CCC(=O)NCc2ccc3c(c2)OCO3)cc1	3.4%	1%	-4%	11%	-6%
COc1ccc(C(=O)OC(C(=O)c2ccc(C)cc2)c2ccccc2)cc1 (stereo not drawn)	i	11%	-19%	22%	10%
COc1cccc(NC(=O)COC(=O)CCC(=O)c2cccs2)c1	0.5%	nt	-11%	36%	-2%
Cc1cc(N)ccc1NC(=O)c1ccccc1	5.1%	-8%	-5%	10%	-13%
CC(C)OC(=O)CSc1nc2ncc(Cl)cc2[nH]1	0.1%	-4%	4%	39%	-3%
Cc1ccc(S(=O)(=O)NCCC(=O)NCCc2ccc(S(N)(=O)=O)cc2)cc1C	i	nt	0%	7%	2%
COc1ccccc1CC(=O)NC1CC1	1.2%	-4%	-25%	-16%	0%
CCOc1ccc(S(=O)(=O)N2CCCC(C(=O)N3CCC(C(N)=O)CC3)C2)cc1Cl (stereo not drawn)	i	5%	4%	-9%	1%
CCOc1ccccc1NC(=O)NNC(=O)CCc1ccc(OC)cc1	0.9%	-2%	0%	5%	-2%
C/C(=N\N=C(/C)c1cccc(N)c1)c1cccc(N)c1	0.1%	4%	nt	-8%	3%
CCOC(=O)c1ccc(C(=S)N2CCCC2)cc1	i	nt	-2%	nt	nt
CC(C)CN(C(=O)CSc1nnc(-c2cccs2)n1N)c1c(N)n(Cc2ccccc2)c(=O)[nH]c1=O	5.6%	7%	-8%	13%	9%
CC(=O)Nc1ccccc1OCC(=O)NCC(F)(F)F	2.3%	-18%	-1%	9%	1%
Cc1ccc(NC(=O)Cc2ccc(Cl)cc2)cc1S(=O)(=O)N1CCCCCC1	1.1%	nt	-10%	45%	-4%
CC(C)CN(CC(C)C)C(=O)c1cccc(S(=O)(=O)N2CCc3ccccc32)c1	0.3%	-3%	-6%	21%	4%
Cc1ccc(S(=O)(=O)N(c2ccccc2)C2CCS(=O)(=O)C2)cc1 (stereo not drawn)	0.7%	-1%	-3%	-24%	-3%
O=C(O)C1C2CCC(O2)C1C(=O)Nc1ccc(Cl)cc1 (stereo not drawn)	1.5%	-1%	nt	-8%	-2%
CCOC(=O)CCCNS(=O)(=O)c1c(C)ccc2nsnc12	4.8%	-4%	-1%	-1%	-5%

Other entries
SMILES	inhibitors of VEEV	Salmonella PhoP GFP	H1N1 NS1A inhibition	tuberculosis growth	M. tuberculosis HTS	others
CCOc1cc(/C=N/O)ccc1OCc1ccc(C)cc1	0.3%	-2%	-4%	48%	65%
COc1ccc(S(=O)(=O)N(CC(=O)N2CCCC2)Cc2ccccc2)cc1	i	-2%	-20%	-6%	-1%
O=C(N/N=C/c1ccccn1)c1cc(-c2ccc(Cl)cc2)nc2ccccc12	26%	-12%	-1%	?	?
O=S(=O)(NCc1ccco1)c1cccc(S(=O)(=O)N2CCOCC2)c1	i	11%	7%	-6%	-1%
COc1ccc(OC)c(/C=C/c2c([N+](=O)[O-])c(=O)n(C)c(=O)n2C)c1	3.9%	5%	3%	50%	-6%
CCOC(=O)C1=C(c2ccccc2)NC(N)=NC1c1ccc(OCc2ccc(Cl)cc2)c(OC)c1 (stereo not drawn)	i	0%	79µM*	4.2µM*	?
CCC(Sc1nc2c(c(=O)n1CC)SC(C)C2)C(=O)OC (stereo not drawn)	1.1%	4%	-1%	9%	-3%
Cc1ccc(NC(=S)N2CCC(c3nc4ccccc4s3)CC2)cc1C	0.4%	-3%	7%	3%	2%
COC(=O)N/N=C/c1cc(C)n(-c2ccc(Br)cc2)c1C	1.0%	6%	-13%	40%	51%
O=C(CCc1nnc2n(Cc3ccc(F)cc3)c(=O)c3ccccc3n12)N1CCN(c2ccccn2)CC1	7.5%	-2%	-4%	-3%	12%
Nc1ccc(C(=O)OCc2ccncc2)cc1[N+](=O)[O-]	1.2%	2%	-5%	12%	3%
N#Cc1c(-c2ccccc2)ccn(Cc2ccccc2Cl)c1=O	1.4%	3%	-3%	10%	-4%
Cc1ccn2c(C(=O)c3ccc(Cl)cc3)cnc2c1	4.6%	7%	-6%	61%	4%
Cc1cccc(OCc2nnc(NC(=O)Cc3cccs3)s2)c1	i	3%	0%	0%	-1%
CC(C)C(=O)Nc1cccc(-c2nc3ncccc3o2)c1	2.7%	6%	-9%	-11%	0%
COc1cccc(-n2nnc3c(=O)n(CC(=O)OCc4ccccc4)cnc32)c1	i	-4%	7%	-23%	-3%
CN(C)C(CNC(=O)Cc1cccc(C(F)(F)F)c1)c1ccco1 (stereo not drawn)	0.9%	5%	0%	29%	5%
Cc1ccc(OCCn2c(Br)nc3c2c(=O)n(C)c(=O)n3C)cc1	i	-8%	18%	6%	-2%
CCOc1ccc(C2CC(c3cccc(C)c3)n3ncnc3N2)cc1 (stereo not drawn)	0.7%	-3%	3%	55%	0%
CCN(C(=O)COC(=O)c1nc(Cl)ccc1Cl)C1CCS(=O)(=O)C1 (stereo not drawn)	1.8%	-2%	-6%	-6%	-6%
CC(C)CCN1CCN(Cc2cccc(-n3cccn3)c2)CC1CCO (stereo not drawn)	5.4%	-16%	-2%	13%	-5%
Nc1scc2c(C(=O)N/N=C/c3ccc(Cl)cc3)nn(-c3ccccc3)c(=O)c12	i	3%	-13%	2%	2%
CN1CCN(c2nc(-c3ccc(Cl)cc3Cl)nc3ccccc23)CC1	7.2%	1%	1%	46%	7%
COc1ccc(N/C(=C/[N+](=O)[O-])SC)cc1	1.1%	4%	-5%	?	8%
CC(C)Cn1c2c(c(=O)[nH]c1=O)C(NS(=O)(=O)c1ccc(Cl)cc1)(C(F)(F)F)C(=O)N2 (stereo not drawn)	0.3%	10%	-4%	-6%	-8%

Retrieved one by one from the list above:
SMILES	inhibitors of VEEV	Salmonella PhoP GFP	H1N1 NS1A inhibition	tuberculosis growth	M. tuberculosis HTS	others
CC(C)C(=O)Nc1cccc(-c2nc3ncccc3o2)c1	2.7%	6%	-9%	-11%	0%
Nc1ccc(C(=O)OCc2ccncc2)cc1[N+](=O)[O-]	1.2%	2%	-5%	12%	3%
Cc1cccc(OCc2nnc(NC(=O)Cc3cccs3)s2)c1	i	3%	0%	0%	-1%
COc1ccc(OC)c(/C=C/c2c([N+](=O)[O-])c(=O)n(C)c(=O)n2C)c1	3.9%	5%	3%	50%	-6%
Nc1scc2c(C(=O)N/N=C/c3ccc(Cl)cc3)nn(-c3ccccc3)c(=O)c12	i	3%	-13%	2%	2%
Cc1ccc(OCCn2c(Br)nc3c2c(=O)n(C)c(=O)n3C)cc1	i	-8%	18%	6%	-2%

The list continues:
SMILES	inhibitors of VEEV	Salmonella PhoP GFP	H1N1 NS1A inhibition	tuberculosis growth	M. tuberculosis HTS	others
O=C(CCc1ccccc1)NCCC1=CCCCC1	2.3%	-3%	-9%	65%	7%
Cc1ccc(NC(=O)NNC(=O)C2CC(c3cccs3)=NO2)cc1 (stereo not drawn)	4.0%	1%	-7%	-19%	-5%
O=C(NC(=S)N1CCN(Cc2ccccc2)CC1)c1ccco1	i	15%	-3%	73%	67%
CN(C)S(=O)(=O)c1ccc(Oc2ccc(S(=O)(=O)N(C)C)cc2)cc1	1.4%	-6%	-1%	14%	10%	inhibitors of VEEV 10K pilot screen=0.0
O=C(NC1CCN(Cc2ccc(F)cc2)CC1)c1ccccc1	2.1%	-2%	1%	0%	3%
Cc1sc(NC(=O)/C=C/c2ccco2)c(C(=O)O)c1C	4.4%	6%	0%	4%	4%
Cc1ccccc1C(=O)NNC(=O)CSc1nnc(-c2ccncc2)n1-c1ccccc1	0.1%	-1%	-5%	-17%	3%
CCCN(C(=O)C1CCCN(c2ncnc3c2nc2n3CCCCC2)C1)c1ccc(F)cc1 (stereo not drawn)	6.8%	11%	5%	24%	9%
COc1ccc(S(=O)(=O)NCc2ccccn2)cc1NC(=O)c1ccccc1C	11%	0%	5%	-2%	-10%
CCOC(=O)N1CCN(C(=O)CS(=O)(=O)Cc2nc(-c3ccccc3F)oc2C)CC1	i	2%	8%	-14%	-3%
